Compound activity as filed in PubChem BioAssay.
LMPTP block = LMPTP (human) inhibition; recombinant LMPTP-A, OMFP fluorogenic substrate, fluorescence intensity; inhibition, % at 20 µM; 0.22% of 360,000 active; AID 651560;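 active = compounds that cut the enzyme signal by at least half of the control window in the single-dose screen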;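 also: plate controls were DMSO wells with enzyme plus substrate for no effect and substrate without enzyme for full effect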
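Test system: LMPTP-A, protein tyrosine phosphatase of low molecular weight; Input: 0.625 nM enzyme; Incubation: 50 min dark incubation at room temperature; Signal: endpoint fluorescence intensity from OMFP dephosphorylation; Read-out basis: % inhibition versus control wells.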
DNMT1 inh = blocks human DNA methyltransferase DNMT1 | P26358 | DNMT1 molecular beacon, Hinp1I cleavage, fluorescence | inhibition (reported as % activation of signal), % at 10 µM | 0.83% of 360,000 active | AID 588458; in the data active = inhibition above about 50%
Target sequence (P26358 504-1616 limits assumed): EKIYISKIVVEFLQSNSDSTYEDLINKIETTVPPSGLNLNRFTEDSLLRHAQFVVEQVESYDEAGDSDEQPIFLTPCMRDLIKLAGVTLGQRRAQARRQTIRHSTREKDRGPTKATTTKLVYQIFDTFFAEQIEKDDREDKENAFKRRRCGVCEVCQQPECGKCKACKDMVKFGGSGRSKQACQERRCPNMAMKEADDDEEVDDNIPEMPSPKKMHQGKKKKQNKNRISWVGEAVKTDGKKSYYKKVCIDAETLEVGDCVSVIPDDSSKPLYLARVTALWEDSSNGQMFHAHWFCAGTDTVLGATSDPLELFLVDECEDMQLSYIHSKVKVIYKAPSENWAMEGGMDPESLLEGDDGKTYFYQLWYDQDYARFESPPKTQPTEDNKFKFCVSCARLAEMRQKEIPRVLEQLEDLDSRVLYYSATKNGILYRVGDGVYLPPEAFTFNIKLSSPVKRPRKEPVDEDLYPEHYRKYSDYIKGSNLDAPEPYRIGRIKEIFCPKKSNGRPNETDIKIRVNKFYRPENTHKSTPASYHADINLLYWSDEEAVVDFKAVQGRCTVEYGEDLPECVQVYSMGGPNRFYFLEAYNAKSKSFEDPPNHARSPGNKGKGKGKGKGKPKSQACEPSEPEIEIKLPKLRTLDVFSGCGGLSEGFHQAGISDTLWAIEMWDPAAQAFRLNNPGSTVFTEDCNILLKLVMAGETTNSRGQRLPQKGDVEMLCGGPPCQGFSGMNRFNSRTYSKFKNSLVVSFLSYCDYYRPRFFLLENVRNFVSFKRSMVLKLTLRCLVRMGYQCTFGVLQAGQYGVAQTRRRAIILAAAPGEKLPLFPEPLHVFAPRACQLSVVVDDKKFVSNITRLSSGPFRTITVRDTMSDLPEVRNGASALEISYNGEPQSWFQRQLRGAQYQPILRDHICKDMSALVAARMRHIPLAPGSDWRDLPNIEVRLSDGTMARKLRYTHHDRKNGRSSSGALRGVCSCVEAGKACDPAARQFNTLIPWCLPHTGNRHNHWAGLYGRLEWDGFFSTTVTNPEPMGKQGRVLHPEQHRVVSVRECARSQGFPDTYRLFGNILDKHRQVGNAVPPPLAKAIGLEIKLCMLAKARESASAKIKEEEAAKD
CendR NRP1 mod = NRP-1/CendR interaction modulation | 0.85% of 360,000 active | FAM-RPARPAR peptide binding to NRP-1, fluorescence polarization | AID 602438 | inhibition, % at 25 µM;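 active = inhibition or corrected inhibition above about 18%, plus a signal ratio from 0.5 to 1.5, limit read from the data, passing the limit was not always enough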; also: strong numbers were not always called active
TbMetRS inhib = Trypanosoma brucei MetRS inhibition; AID 624268; inhibition, % at 11.9 µM; purified T. brucei MetRS, ATP depletion, Kinase-Glo luminescence; 0.4% of 360,000 active;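 active = inhibition above a per-plate cutoff of the control wells' mean inhibition plus 3 SD, cut at about 5.5% in these data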;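 also: 0% = DMSO wells median and 100% = median of wells with control inhibitor compound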
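Dosing: 11.9 µM compound single dose, 0.9% DMSO; Assay system: purified T. brucei MetRS enzyme; Measured by: Kinase-Glo luciferase luminescence reporting remaining unconsumed ATP; Schedule: 15 min plus 2 h at 25 °C.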
STEP inh = STEP (human) phosphatase inhibition; P54829; recombinant STEP, OMFP fluorogenic substrate, fluorescence; inhibition, % at 20 µM; 0.25% of 360,000 active; AID 588621;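 active = inhibition at 20 µM, scaled per plate between control wells, above about 37%, limit read from the data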;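 also: 0% = DMSO with enzyme and substrate and 100% = substrate only without enzyme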
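material = STEP tyrosine phosphatase | reagent = fluorogenic phosphatase substrate OMFP at 25 µM final | doses = single compound dose of 20 µM, 1% DMSO final | schedule = 20 min reaction, room temperature, in the dark | measured by = fluorescence, 480/540 nm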
Scp-1 inhibitor = Scp-1 (human) phosphatase inhibition; 0.88% of 340,000 active; Recombinant Scp1, phosphopeptide, malachite green phosphate absorbance; inhibition, % at 20 µM; AID 493091;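 active = inhibition above about 50% at 20 µM, limit read from the data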;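 also: plate controls were DMSO wells with enzyme for no effect and wells lacking enzyme for full effect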
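Material: truncated SCP-1 phosphatase (76-261aa) / Buffer or medium: 50 mM Tris acetate pH 5.5, 0.005% Tween-20, 10 mM MgCl2 / Compound dosing: one concentration, 20 µM, with 1.0% DMSO / Incubation: 45 min room-temperature reaction, 5 min colour, 30 min stabiliser / Detection: colorimetric free-phosphate detection, absorbance 630 nm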
SUMO1 PPI mod = SUMO1-SIM interaction modulation | P63165 | SUMO1 binding to a labelled peptide, TR-FRET, 1 h | inhibition, % at 20 µM | 0.33% of 360,000 active | AID 602429; in the data active = inhibition above about 37%
MsrA act = activates bovine MsrA enzyme; purified bovine MsrA, absorbance read-out; activation, % at 10.6 µM; 0.3% of 360,000 active; AID 602163; in the data active = activation above about 7.5%;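 also: 0% = vehicle and 100% = reference activator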
MsrA inhibitor = inhibits bovine methionine sulfoxide reductase A | purified bovine MsrA, absorbance read-out | inhibition, % at 15.5 µM | 0.75% of 360,000 active | AID 651718; in the data active = inhibition above about 4.5%;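 also: 0% = vehicle wells with enzyme and 100% = reference inhibitor wells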
E coli Lon inh = inhibits E. coli Lon protease | P0A9M0 | purified E. coli Lon protease, fluorescence polarization | inhibition, % at 7.94 µM | 0.42% of 360,000 active; in the data active = inhibition above about 13%, passing the limit was not always enough;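 also: 0% = enzyme with probe and DMSO and 100% = no enzyme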
An asterisk follows results filed as active; . = no result given. Outcome played no part in choosing rows, and some 4.3% of all compounds hit somewhere here.

SMILES	LMPTP block	DNMT1 inh	CendR NRP1 mod	TbMetRS inhib	STEP inh	Scp-1 inhibitor	SUMO1 PPI mod	MsrA act	MsrA inhibitor	E coli Lon inh
CCCc1nc2cc(C)c(Br)c(C)n2c1Cc1ccccc1OC	2.7	.	-4	-1.1	.	.	1	-7	2.1	4
CCc1cccc(NC(=O)c2ccc3c(=O)n4c(nc3c2)CCCCC4)c1	0.9	-1	1	-0.9	12	-4	-6	-2	0.1	-15
COc1ccc(/C(O)=C2/C(=O)C(=O)N(CCCN(C)C)C2c2ccccc2)cc1OC (stereo not drawn)	-4.5	-1	-10	-0.3	-2	-11	-4	-1	0.3	-1
Cc1c(NC(=O)Nc2ccccc2)cccc1[N+](=O)[O-]	-1.1	0	19	-0.7	-2	4	-7	-6	0.1	-5
CSc1nsc(NC(=O)Nc2ccccc2)n1	0.4	0	10	20*	1	-11	0	-9	2.0	-9
CCn1cc(/C=C(\NC(=O)c2cc(OC)c(OC)c(OC)c2)C(=O)N2CCOCC2)c2ccccc21	-0.3	1	-12	-0.4	-2	.	-4	-6	3.9	-11
COc1ccccc1/C=C(/C(=O)OCC(=O)Nc1ccccc1C(C)C)c1ccccc1	5.4	-8	-3	-0.4	4	-12	-4	-8	3.3	3
CCc1c(C)nc2ncnn2c1N1CCCC(C(=O)Nc2ccc(NC(C)=O)cc2)C1 (stereo not drawn)	0.0	5	29*	-1.0	8	3	4	-9	0.3	-2
CC(C)N=C(Nc1ccccc1)c1cccnc1	-0.9	2	-15	-0.2	-2	-2	1	4	-0.2	7
CCOC(=O)c1c(N)sc2c1CCN(CCc1ccccc1)C2	2.7	-2	-57	-1.0	0	-6	3	-4	4.5	-43
COc1ccc(-c2csc(C(O)c3cccc(Cl)c3)n2)cn1 (stereo not drawn)	0.9	3	4	0.4	1	.	-2	3	-1.4	-11
CCCCCC(=O)N1C[C@@H](O)[C@H](n2cc(-c3ccc(F)cc3)nn2)C[C@@H]1c1ccc(Cl)cc1	3.2	-12	-5	0.3	3	.	5	-1	-0.3	-2
CCC(CC)C(=O)NCCN1CCN(C(=O)C(CC)CC)CC1	-0.5	7	1	-1.1	-7	17	1	-13	-0.6	-5
Cc1cc(-c2ccc(S(=O)(=O)NCc3ccc(Cl)cc3)cc2)on1	17	5	28*	-0.1	0	.	7	4	0.5	2
CCN(CC)S(=O)(=O)c1cccc(NN=c2c(=O)c3ccccc3c2=O)c1	-1.0	3	13	0.1	0	3	-7	-2	1.4	2
CC(C)COC(=O)Nc1nnc(SCCOc2ccccc2)s1	-1.1	0	2	0.5	6	-6	0	0	-0.2	0
Cc1onc(-c2ccccc2)c1C(=O)n1cccn1	0.3	0	-3	0.2	-1	-4	-2	-3	0.1	-5
CC12CCC(=O)N1C(C(=O)N1CCN(S(=O)(=O)c3cccc(Cl)c3)CC1)CS2 (stereo not drawn)	-0.2	8	-4	-0.3	-2	-7	4	-3	-0.8	0
COc1cc(SC)ccc1C(=O)NCCc1ccccc1	-1.6	-4	-4	0.4	-1	-8	2	-2	-0.6	-12
O=C(CSCc1c(F)cccc1Cl)NCCSCc1ccco1	0.5	5	7	-1.4	-2	-7	2	-13	-0.6	-2
COc1ccc(Cl)cc1N(CC(=O)N1CCCCCC1)S(C)(=O)=O	-2.5	-1	8	-0.5	-2	-7	-1	-3	0.4	7
O=C(Cn1cnc2c(nnn2Cc2ccc(F)cc2)c1=O)N1CCCCC1	-0.1	-2	1	-0.9	17	-8	-1	-3	-0.9	4
CCCn1nc(C(=O)NNC(=O)c2cccc(C)c2)c2ccccc2c1=O	0.2	-8	3	-0.2	-4	-3	7	-3	-0.6	-2
O=C(COCc1cc(-c2ccc3c(c2)OCO3)on1)N1CCN(c2cccc(Cl)c2)CC1	5.3	-9	-1	-0.3	-1	-4	5	0	0.8	4
CCCCCOc1ccc(NC(=O)C(=O)NCC2CCCN2CC)cc1 (stereo not drawn)	1.0	6	0	-2.3	3	-3	4	-14	-0.3	-7
CCCc1c(C(=O)N/N=C/c2c[nH]c3ccccc23)nnn1-c1nonc1N	-0.1	-12	-3	0.3	-1	.	4	-3	0.2	2
CCOCCCNC(=O)C(Cc1ccccc1)NS(=O)(=O)c1cccc2nsnc12 (stereo not drawn)	-1.7	0	0	-0.4	-1	-12	-17	-1	-0.2	3
COc1ccc(C)cc1S(=O)(=O)n1cnc(C)c1	-0.2	2	7	-0.7	-3	-6	2	0	-0.1	-8
CCC1CCCCN1CCCNC(=O)CSc1nc2nc(C)c(Cc3ccccc3)c(C)n2n1 (stereo not drawn)	6.3	2	-3	0.0	10	-3	1	-6	-1.6	1
O=C(CCCn1c(=S)[nH]c2cc3c(cc2c1=O)OCO3)N1CCN(c2ccccc2F)CC1	-0.6	-4	-1	-0.2	0	-6	1	-1	0.7	-1
Cc1ccc(OCC(=O)Nc2ccc([N+](=O)[O-])cc2)cc1	-0.5	-1	-9	-0.6	-1	-8	-3	0	0.5	-1
Cc1cc(C)cc(NC(=O)C2CCCN2S(=O)(=O)c2ccc3c(c2)n(C)c(=O)c(=O)n3C)c1 (stereo not drawn)	-0.9	-1	3	0.2	0	-16	3	-3	0.9	-12
CC1CCc2cc(F)ccc2N1C(=O)CSc1nnc2c(n1)[nH]c1ccc(F)cc12 (stereo not drawn)	-0.6	33	3	1.1	-2	-8	5	-9	-0.2	-6
Cc1cc(=O)n2[nH]c(CCC(=O)O)nc2n1	-1.6	0	0	-1.2	-3	-7	0	-6	1.3	-5
O=C1c2oc3ccc(F)cc3c(=O)c2C(c2ccccc2)N1CC1CCCO1 (stereo not drawn)	-1.9	1	-2	0.0	-2	-9	-6	-3	0.1	-1
Nc1ccc(S(=O)(=O)NC2=NCCCCC2)cc1	-0.8	9	-1	-0.2	-1	-9	-1	-2	0.5	-11
Cc1cc(C)n(-c2ccc(C(=O)OCC(=O)Nc3ccc(S(N)(=O)=O)cc3)cc2)n1	-0.3	1	11	-0.1	-2	8	4	-1	-0.9	-3
Cc1cccc(N(CC(=O)NCc2ccco2)C(=O)CCC(=O)Nc2nccs2)c1C	-0.3	1	2	-1.3	-1	5	-1	-9	0.8	-2
CC(=O)NC(c1ccc(F)c(F)c1)c1nc(-c2cnn(C)c2)cs1 (stereo not drawn)	-0.8	2	1	-0.1	1	.	-1	-2	0.0	2
Cc1ccccc1NC(NC(=O)c1cccnc1)C(Cl)(Cl)Cl (stereo not drawn)	-0.4	-9	-7	-0.7	-1	-2	0	-3	0.5	0
CCOc1ccc(/C=C(/NC(=O)c2ccc(Cl)cc2)C(=O)O)cc1OCC	1.1	0	-11	-0.7	-1	-5	-4	1	2.0	-6
Clc1ccc(CN2CCCCCC2)cc1	-0.7	-2	-4	-0.6	0	-8	-7	-1	-1.2	-3
COc1cc(OC)c(C2C3=C(CCCC3=O)Nc3nc4ccccc4n32)cc1OC (stereo not drawn)	-0.4	1	18	-0.6	2	-3	2	-2	3.9	-2
Cc1cccc(C)c1NC(=O)CN(C)C(=O)c1ccccc1Cc1ccccc1	-0.7	4	-1	-0.3	0	-5	2	-3	-1.6	-1
COc1ccccc1NC(=O)COc1ccc(/C=N/NC(=O)CSCc2ccc(Cl)cc2)cc1	3.5	14	0	-0.6	1	-2	4	1	1.3	-1
CCOC(=O)c1ccc(NC(=O)CCSCCc2ccccn2)cc1	-2.8	-3	6	-0.9	-2	-4	0	0	0.4	-6
O=[N+]([O-])c1cccc(N2Cc3ccccc3C2)c1	0.1	-6	-2	-0.2	1	-3	-27	0	0.8	-1
CCOC(=O)C1(Cc2cccc(F)c2)CCN(Cc2cnn(CC)c2C)CC1	-0.4	0	8	-0.8	3	-2	0	-3	1.4	1

Overlap with the part before: 5 entries; new compounds follow.
SMILES	LMPTP block	DNMT1 inh	CendR NRP1 mod	TbMetRS inhib	STEP inh	Scp-1 inhibitor	SUMO1 PPI mod	MsrA act	MsrA inhibitor	E coli Lon inh
Cc1cccc(C)c1NC(=O)CN(C)C(=O)c1ccccc1Cc1ccccc1	-0.7	4	-1	-0.3	0	-5	2	-3	-1.6	-1
COc1ccccc1NC(=O)COc1ccc(/C=N/NC(=O)CSCc2ccc(Cl)cc2)cc1	3.5	14	0	-0.6	1	-2	4	1	1.3	-1
CCOC(=O)c1ccc(NC(=O)CCSCCc2ccccn2)cc1	-2.8	-3	6	-0.9	-2	-4	0	0	0.4	-6
O=[N+]([O-])c1cccc(N2Cc3ccccc3C2)c1	0.1	-6	-2	-0.2	1	-3	-27	0	0.8	-1
CCOC(=O)C1(Cc2cccc(F)c2)CCN(Cc2cnn(CC)c2C)CC1	-0.4	0	8	-0.8	3	-2	0	-3	1.4	1
Cc1ccc(C(=O)n2cnnc2N)cc1	-0.8	-1	0	0.4	-2	-4	6	-2	-0.7	7
O=C(COc1ccccc1F)Nc1ccc(N2CCOCC2)cc1N1CCOCC1	0.5	1	-3	0.1	3	-5	2	0	2.2	7
OC(COC(c1ccc(F)cc1)c1ccc(F)cc1)CN1CCCC1 (stereo not drawn)	-5.6	3	-2	-1.0	1	-7	-3	-4	-0.1	-7
COc1cccc(-c2cc(C(F)(F)F)n3ncc(C(=O)O)c3n2)c1	-1.8	0	-3	0.3	-2	-2	-14	-2	0.7	-7
COc1ccc(Cl)cc1NC(=O)Nc1ccc(C(=O)N2CCCC2)cc1	1.1	-4	20	-0.1	1	-8	6	-1	0.6	2
O=C(/C=C/c1ccco1)N1CCN(c2ccc(F)cc2)CC1	-0.9	1	1	0.5	2	-3	-9	-3	-0.1	-4
COc1cc(NC(=O)Cn2cnc3c(nc4n3CCCCC4)c2=O)cc(OC)c1OC	-0.9	1	2	0.7	0	1	-4	-2	-0.1	7
Cc1ccc(F)cc1NC(=O)CCC(=O)c1cccs1	0.1	1	10	1.1	-2	-6	-3	-1	-0.6	5
CCc1cc(C)cc(OCCNC(=O)c2ncn[nH]2)c1	0.2	1	1	-0.5	-1	-4	4	-4	0.1	-6
N#Cc1cc2ccccc2nc1SCC(=O)Nc1ccc(S(=O)(=O)N2CCCC2)cc1	1.7	-5	1	-0.3	0	-18	-5	0	0.1	-19
Cc1cccc(C(=O)N(Cc2nc3ccccc3c(=O)[nH]2)C2CCCCC2)c1	0.3	-5	4	-1.6	-2	21	2	-6	0.5	-1
Cc1cc(NC(=O)CSc2nnc(NCc3ccco3)s2)no1	-1.1	7	2	-0.5	1	5	1	-3	-0.4	-9
CC1(C(=O)NCc2ccccc2)CSCC(=O)N1Cc1ccco1 (stereo not drawn)	-1.6	.	4	-0.5	.	.	-5	.	-0.4	.
